# Pf Dd2 growth: inhibitors of Plasmodium falciparum Dd2 growth | P. falciparum Dd2 growth, SYBR Green, 72 h | Potency, µM (series often up to 28.9 µM), for inactives: top-dose activity, negative = inhibition, actives largely listed as inhibitors | 120,000 tested, 4.3% active | AID 1347417; active means well fitted inhibition curve with a large enough effect; inconclusive means small, poorly fitted or top-dose-only effect; inactive means no such curve, though single readings can be large or run the other way;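 further: plate controls were DMSO vehicle for no effect and reference drug for full effect; nearly all actives have a fitted effect of over 65% in size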
#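 Readout: SYBR Green fluorescence, 485 nm excitation, 535 nm emission, after ~16 h lysis at 37C. Before that, Dd2-infected red cells (2.5% hematocrit) grew 72 h with compound, 29 uM top final concentration.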
# * marks the source's active call; other numbers are inactive results; i = inactive; ? = inconclusive; [ ] = remark or other dose. Potency means the concentration at half of the fitted maximal effect. Not all compounds are listed (hit frequency here may not be typical).
SMILES,Pf Dd2 growth
COCCOC1CN(C2CCN(C(=O)c3cccc4[nH]ccc34)CC2)C12CCCCC2 (stereo unspecified),-25%
CCNC(=O)c1cc2n(n1)CCCN(Cc1ccc(C)cc1)C2=O,-7%
Cn1nc2n(c1=O)CCC(NS(=O)(=O)c1ccc3c(c1)OCCO3)CC2 (stereo unspecified),5%
CCC(=O)N1Cc2ccccc2CC2(CCN(Cc3ccc(O)cc3)C2)C1 (stereo unspecified),?
O=C(NCC1CCCCC1)c1noc(-c2ccc[nH]c2=O)n1,i
O=C(Nc1ccc2c(N3CCCCC3)ncnc2c1)C1CCC1,?
Cc1cc(CNC(=O)c2ccncc2)c2[nH]c(-c3ccccc3)c(C)c2c1,-3%
Cc1ccc(CCNC(=O)c2ccc(NC(=O)N3CC(C)Sc4ccccc43)cc2)cc1 (stereo unspecified),42%[activator][0.594 µM]
COc1ccc(Nc2ncncc2-c2nc(-c3ccccc3)no2)cc1OC,i
Cc1nc(-c2ccc(Cl)cc2)sc1CCNC(=O)Cc1ccc(F)cc1,i
CCC(CC)C(=O)N[C@H]1CCN2C(=O)c3cc(-c4cccs4)ccc3NC(=O)[C@@H]2C1,i
Cn1cnc2cc(-c3ccc(CO)cc3)cc(C(=O)NCc3cccnc3)c21,-21%[44.1 µM]
CN(CCNC(=O)CCC[C@H]1NC[C@@H]2CC1CN(Cc1ccccc1)C2)C1CCCCC1,-13%
CNC(=O)[C@@H]1C[C@H](Oc2ccccc2)CN1C(=O)Cn1nc(C(F)(F)F)cc1C,?
Cc1ccccc1CN1CCc2nc(N(C)Cc3cccnc3)[nH]c(=O)c2CC1,-10%[5.79 µM]
COc1ccc(CN[C@H]2[C@H](O)[C@H](O)C[C@@H]2c2ccc(C(F)(F)F)nc2)cc1,i
CC(C)n1cc(CN2CCC3(CC2)CC(C(=O)N2CCOCC2)N(C)C3)c2ccccc21 (stereo unspecified),?
Cc1ccn2c(c1)nc(=O)c1cc(S(=O)(=O)N3CCCCC3)c(Cl)cc12,-12%
CC(C)Cn1c(=O)[nH]c2cccnc21,22%[44.1 µM]
O=C(OCc1cc(=O)n2nc(C3CC3)sc2n1)c1ccccc1Cl,i
Cc1cccc(N(C)C(=O)Cc2c(C(=O)O)[nH]c3ccccc23)c1,i
Cc1cc(C)n(CC(=O)N[C@@H]2CN(Cc3ccccc3)C[C@H]2CN(C)C)c(=O)n1,29%
COc1ccc2[nH]c3c(c2c1)CCNC31CCN(C(=O)c2ccccc2F)CC1,-22%
O=C(CC(c1cccc([N+](=O)[O-])c1)c1cn(Cc2ccc(F)cc2)c2ccccc12)N1CCCC1 (stereo unspecified),?
Cc1ccc(CC(=O)Nc2c(C(=O)N3CCN(c4ccccc4F)CC3)oc3ccccc23)cc1,?

# Next entries follow:
SMILES,Pf Dd2 growth
CCOc1ccc(C(=O)NC2CCCN(c3cc(-c4ccc(OC)cc4)[nH]n3)C2)cc1 (stereo unspecified),i
O=C1c2c(nc(CNc3ccc(F)cc3)n2Cc2ccccc2)NCCN1CCN1CCCCC1,i
CCNC(=O)N1CCc2nc(OCC)ccc2C1,?
O=C(Nc1ccc(Oc2ccccc2)cc1)O[C@@H]1CO[C@H]2[C@@H]1OC[C@@H]2NCC1CC1,-12%[44.1 µM]
Cc1ccc(Cn2ccnc2SCC(=O)NC2CCCC2)cc1,93%[activator]
CCC1CN(Cc2cn(-c3ccccc3C)nc2-c2ccc(OC)c(F)c2)CCO1 (stereo unspecified),11µM*
NC(=O)[C@@H](Cc1c[nH]c2ccccc12)NC(=O)[C@H]1CN(C(=O)C2CCNCC2)CCN1C(=O)C1CCNCC1,5%
Cc1nc(S(=O)(=O)N2CCN(c3ccc(Cl)cc3)CC2)cn1C,37%[activator]
Cc1nc(CC2CCN(C(=O)c3ccco3)CC2)n[nH]1,9%
O=c1ccc(-c2cc(-c3cccc(C(F)(F)F)c3)cn3cncc23)c[nH]1,i
CCc1ccc2occ(CC(=O)Nc3nnc(C)s3)c2c1,-29%
CO[C@H]1[C@H](NC(=O)C2CCN(C(C)=O)CC2)c2ccccc2C12CCNCC2,-9%
NC(=O)C1CCN(c2cc(-c3noc([C@@H]4CCCN4Cc4ccc(F)c(F)c4)n3)ccn2)CC1,?
O=C1c2[nH]nc(-c3ccccc3O)c2C(c2ccccc2F)N1Cc1ccncc1 (stereo unspecified),19%
O=C1CC2(CCN(Cc3cccc(OCc4ccccc4Cl)c3)CC2)CN1,?
CC(CNc1nc2ccccc2c2nc(-c3ccccc3)nn12)c1ccccc1 (stereo unspecified),?
Cc1cc(Cl)ccc1OCC(=O)N1[C@@H]2CC[C@H]1CC(NC(=O)c1ccc(F)cc1)C2 (stereo partly specified),i
CS(=O)(=O)N1C[C@H]2CCN(C(=O)c3ccncc3F)C[C@H]21,-3%
CCOC(=O)C1(Cc2ccc(Cl)cc2)CCNCC1,3.5µM*
N#Cc1cccc(CN[C@@H]2CO[C@H](CNC(=O)C3CC3)[C@H]2O)c1,7%[44.1 µM]
Cc1cccc(-n2ccnc2SCC(=O)Nc2ccc3c(c2)OCO3)c1,i
Cc1c(C(C)NC(=O)c2cc(C(C)C)[nH]n2)cnn1-c1ccccn1 (stereo unspecified),0%
Cc1ccccc1S(=O)(=O)N1CCn2nnc(CCC(=O)NC3CC3)c2C1,18%
O=C(CC1CCN(C(=O)C2CCC2)C1)NCc1ccccc1 (stereo unspecified),41%[activator]
CC(C)c1ccc(Nc2nc3ccc(C(=O)c4ccccc4)cc3n3cnnc23)cc1,i

# Continuation:
SMILES,Pf Dd2 growth
CC(=O)N1C[C@@H]2CCCN3CCC[C@@H]([C@H]23)[C@H]1CCCC(=O)NCCc1nc2ccccc2n1C,i
CC(=O)Cn1nnc2sc(-c3ccccc3)cc2c1=O,-25%
CC1CCc2c(sc(NC(=O)C3c4ccccc4Oc4ccccc43)c2C#N)C1 (stereo unspecified),?
Cn1cc(CN2CCOc3cc([S+](=O)([O-])Nc4ccccc4)ccc3C2)cn1,i
CC(C)Oc1ccc(CNC(=O)c2ccc(NC(=O)N3CC(C)Sc4ccccc43)cc2)cc1 (stereo unspecified),?
CC(C)OCCCNc1ncnc2sc3c(c12)CCCC3,i
CCCN1C(=O)NC(CC(=O)N2CCC(O)(c3ccc(C)cn3)CC2)C1=O (stereo unspecified),-1%
CCN1C(=O)C(CC(=O)NCC2CCCO2)Sc2ncccc21 (stereo unspecified),i
COCCc1noc(C2Cc3ccccc3N2C(=O)Nc2ccc(OC)c(OC)c2)n1 (stereo unspecified),57%[activator][5.79 µM]
Cc1ccc(-c2noc([C@@H]3Cc4nc[nH]c4CN3Cc3ccc(CO)o3)n2)cc1,-19%[44.1 µM]
CCc1noc(-c2ccn3c(CNC(=O)Cc4ccccc4OC)nnc3c2)n1,?
CCOc1ccc(C2Cn3nnc(-c4nc(CC)no4)c3CO2)cc1 (stereo unspecified),-12%
Cc1cccc(Cn2c(SCc3ccc(C(=O)NC4CCCCC4)cc3)nc3ccncc32)c1,-16%
CCn1cc2nc(SCC(=O)Nc3ccc(OC)c(OC)c3)n(Cc3ccc(Cl)cc3)c(=O)c2n1,-11%
CCc1ccc(NC(=O)Cn2c(=O)c(-c3noc(CC)n3)c3n(c2=O)CCCC3)cc1,?
O=C(c1ccccc1)N1CCC(Cc2nc(C3CCOCC3)no2)CC1,40%[activator]
Cc1ccc(NC(=O)Nc2ccc(C)n(CC(=O)Nc3ccc4c(c3)OCO4)c2=O)cc1,i
CC1(C)C[C@H](NCC2CCCCC2)[C@@]2(CCC(=O)NC3CC3)CC[C@](C)(O)C[C@@H]12,-21%[44.1 µM]
CC(=O)N1Cc2ccccc2CC2(CCN(Cc3ccc(C(F)(F)F)nc3)CC2)C1,-17%
CCCc1ccc(OC(=O)CSc2nnc(-c3cccs3)o2)cc1,29%
O=C(Cc1ccsc1)NCc1nnc2ccc(-c3ccc(Cl)cc3)nn12,i
CCc1cccc(NC(=O)CN2C(=O)NC(c3ccccc3Cl)C3=C2COC3=O)c1 (stereo unspecified),-5%
Cc1noc(C)c1CC(=O)NCCc1noc(-c2ccncc2)n1,9%
CCc1ccccc1NC(=O)Cn1c(=O)n(CC(=O)NCCc2ccccc2)c(=O)c2ccccc21,14%
COc1ccccc1CC(=O)Nc1cccn2nc(C(C)C)nc12,?

# (further entries)
SMILES,Pf Dd2 growth
O=C(NCCc1csc(-c2cccc(F)c2)n1)c1ccc(Br)o1,56%[activator]
Cc1ccc(NC(=O)CCn2cccn2)c(C)c1,3%
COC(=O)c1ccc2c(=O)n(CCCCCC(=O)N3CCN(c4cc(Cl)ccc4C)CC3)c(=O)[nH]c2c1,10µM*
CN1CCN(c2nc3c(s2)CN(C(=O)c2ccccn2)CC3)CC1,i
COc1ccc(-c2cc(N3CCN(C(=O)c4ccccc4C)CC3)n[nH]2)cc1,-3%
CCCc1ccc(S(=O)(=O)N2CCN(C3(CC)CCN(C(=O)NC)C3)CC2)cc1 (stereo unspecified),?
COc1ccc(-c2cc(C(=O)NCC(C)C)c3c(C4CCCN4)noc3n2)cc1 (stereo unspecified),?
Cc1oc(C(O)c2ccccc2)nc1C(=O)Nc1ccncc1 (stereo unspecified),-25%[44.1 µM]
COc1ccc(C2Cn3nnc(-c4nc(C(C)(C)C)no4)c3CO2)cc1 (stereo unspecified),i
CC(C)CNC(=O)N1CCCCCCN(C)C(=O)[C@@H]2CCC[C@@H]21,-4%
Cn1c(=O)c2sccc2n2c(CCCC(=O)Nc3ccc(Oc4ccc(Cl)cc4)cc3)nnc12,?
Cc1cccnc1CNC[C@H]1Cn2cc(-c3ccccc3)nc2CO1,i
FC(F)Oc1cccc(CNC2CCC3(CCNCC3)CC2)c1,?
O=C1NCCN1C1CCN(Cc2cccc3ccccc23)CC1,-3%[44.1 µM]
O=C(Cc1cccs1)N1CCC2(CC1)N=C(c1ccc(Cl)cc1)NO2,i
O=C(c1ccc(F)cc1)N1CCC2(C1)C(=O)N(CCc1ccccc1)c1ccccc12 (stereo unspecified),?
CCNc1cc(N2CCC(CCC(=O)NCc3cccc(F)c3)CC2)ncn1,?
CC(C)NC(=O)N1CCCN(S(=O)(=O)c2ccccc2)CCC(=O)NCC1,10%
CN1C(=O)[C@H]2CN(Cc3ccccc3)C[C@H]2C1=O,5%
O=C(c1n[nH]c2ccccc12)N1CCC2(CC1)CC(N1CCCC1)CCO2 (stereo unspecified),i
COc1ccc(-c2cc(-c3cccnc3)c3cncn3c2)cc1OC,10µM*
Cc1ccc(-c2noc([C@@H]3C[C@@H](O)CN3Cc3ccc(S(C)(=O)=O)cc3)n2)cc1F,-27%[44.1 µM]
COc1ccc(CNC(=O)CC[C@@H]2CNC(=O)[C@@H]3C[C@H](NCc4ccc(N(C)C)cc4)CN23)cc1,-3%
CCOC(=O)c1cc(-c2ccccc2)n(CC(=O)NCc2ccccc2OC)c1C,-18%
CC1CCN(C(=O)CSc2nc3ccccc3nc2Cc2ccccc2)CC1,i

# Remaining list, next part:
SMILES,Pf Dd2 growth
Cc1nc(C)c(C(=O)N2CC(Oc3ccccc3-c3nc(C4CC4)no3)C2)s1,i
COc1ccc2[nH]c(C(=O)N3CCN4CCS(=O)(=O)N(C5CC5)C(=O)C4C3)cc2c1 (stereo unspecified),-21%
COc1ccc2c(Sc3ccccc3)c(C(=O)NCCc3ccc(Cl)cc3)[nH]c2c1,43%[activator][5.79 µM]
CC(C)Oc1ccc(CNC(=O)c2ccc3c(c2)N(Cc2ccc(F)cc2)CCS3)cc1,i
CC(=O)Nc1ccc(CN2CCCC23Cc2ccccc2CN(C(=O)C(C)C)C3)cc1 (stereo unspecified),?
Cc1sc2ccn(Cc3ccc(F)cc3)c(=O)c2c1C(=O)NCc1cccs1,-14%
CCn1cc(C(=O)NCCCOC(C)C)c(=O)c2cc(S(=O)(=O)N3CCc4ccccc4C3)ccc21,?
O=C(COc1ccccc1)N1CCC(Cc2nc(-c3ccncc3)n[nH]2)CC1,?
COc1cccc(N2C(=O)NC(=NC3CCCC3)C23CCCN(C(=O)c2ccc(C)cc2)C3)c1 (stereo unspecified),20%
CC(=O)c1c(C)nn(CCC(=O)N[C@H]2CCOC[C@H]2C2CCOCC2)c1C,-4%
